Compound activity: PubChem BioAssay, National Center for Advancing Translational Sciences (NCATS)
LDHA block: blocks human lactate dehydrogenase A; P00338; hit rate 0.15% among 480,000; AID 1347041; activity change, % (values are at about 110 or 230 µM); purified LDHA, NADH/diaphorase-resazurin fluorescence; active compounds read low; in the data active means activity change below about -30%; inconclusive means mostly about -25% to -30%;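 further: plate controls were DMSO wells for no effect and wells without enzyme for full effect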
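Resorufin fluorescence (ex540/em590), read at 0 and 20 min after diaphorase/resazurin addition, reports the NADH left after a 5 min room-temperature reaction of 2 nM human LDH5 with 0.06 mM NADH and 0.2 mM pyruvate.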
D1 potentiator: human D1 dopamine receptor positive modulation. hit rate 0.036% among 360,000. P21728. potentiation, % at 10 µM. HEK293 TREx D1 cells, calcium flux, dopamine EC20 potentiation. AID 504651; in the data active means potentiation above about 30%; further: 0% is about no effect
D1 agonist: agonists of human D1 dopamine receptor; P21728; HEK293 T-REx D1 cells, calcium flux, agonist mode; activation, % at 2 µM; hit rate 1% among 360,000; AID 504660; in the data active means activation above about 30%; further: 0% is about no effect
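Inducible HEK293 T-REx D1 cells, force-coupled to calcium signalling, were plated at 4000 cells/well with tetracycline and held overnight at 30 C. After no-wash calcium dye loading, compound-evoked calcium rise over 180 s flagged agonists.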
D1 antag: human D1 dopamine receptor antagonism; P21728; HEK293 TREx D1 cells, calcium flux, dopamine EC80; active compounds read low; activity change, negative = inhibition, % at 10 µM; hit rate 3.2% among 360,000; in the data active means activity change below about -30%; further: on the % scale 0 is the no-effect control and ±100 the full control effect
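Calcium flux readout: force-coupled, inducible Hek293 Trex D1 line, cells induced overnight at 30 C with tetracycline, dye-loaded 30–90 min at RT. Antagonism scored against EC80 dopamine challenge given 180 s after compound.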
RXFP1 agonist: RXFP1 (human) receptor agonism; Potency, µM (highest dose often 57.5 µM), inactives show at the highest dose activation, hits mostly activators; AID 2676; hit rate 0.3% among 370,000; HEK293T-RXFP1 cAMP TR-FRET, 30 min; response scale: percent of porcine relaxin response, buffer zero; Q9HBX9; further: potency means the concentration at half of the fitted maximal effect; on the % scale 0 is the no-effect control and ±100 the full control effect; nearly all actives have a fitted effect of over 60% in size; many of its hits are not listed in these tables
Target sequence (Q9HBX9 whole entry, looked up): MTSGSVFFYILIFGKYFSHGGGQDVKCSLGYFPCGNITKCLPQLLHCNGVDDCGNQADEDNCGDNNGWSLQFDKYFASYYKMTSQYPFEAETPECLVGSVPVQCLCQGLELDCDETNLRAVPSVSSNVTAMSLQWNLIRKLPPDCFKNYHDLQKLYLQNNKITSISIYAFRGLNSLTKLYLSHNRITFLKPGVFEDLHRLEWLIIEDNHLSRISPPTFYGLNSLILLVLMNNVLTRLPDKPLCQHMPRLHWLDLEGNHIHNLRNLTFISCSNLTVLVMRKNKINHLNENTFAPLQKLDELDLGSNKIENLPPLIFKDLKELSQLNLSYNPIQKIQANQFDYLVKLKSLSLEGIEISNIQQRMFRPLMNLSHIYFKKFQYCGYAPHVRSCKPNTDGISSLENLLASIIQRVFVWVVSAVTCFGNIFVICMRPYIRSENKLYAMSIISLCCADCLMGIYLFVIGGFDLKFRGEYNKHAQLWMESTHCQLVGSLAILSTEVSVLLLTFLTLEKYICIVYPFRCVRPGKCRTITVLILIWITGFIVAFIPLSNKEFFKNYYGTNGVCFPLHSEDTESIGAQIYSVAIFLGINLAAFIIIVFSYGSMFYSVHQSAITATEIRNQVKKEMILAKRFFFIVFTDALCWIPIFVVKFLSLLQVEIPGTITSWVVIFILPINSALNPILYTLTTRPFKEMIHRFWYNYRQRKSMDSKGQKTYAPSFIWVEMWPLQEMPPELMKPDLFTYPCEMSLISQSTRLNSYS
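HEK293 cells stably expressing RXFP1, treated 30 min at 37C with compounds plus PDE4 inhibitor Ro 20174; cAMP measured by HTRF TR-FRET. Normalized to buffer and 29 nM porcine relaxin; EC50 by Hill fit.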
D2 PAM: D2 dopamine receptor (human) potentiation; hit rate 0.34% among 340,000; potentiation, % at 10 µM; AID 485347; HEK293 T-REx D2, calcium flux, EC20 dopamine potentiation;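 active means potentiation over 3 SD above the plate norm, cut at about 30% in these data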; further: 0% is about no effect
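Potentiation of an EC20 dopamine calcium response is measured in a force-coupled, tetracycline-inducible Hek293 Trex D2 line. Compound-only kinetic reads over 180 s flag agonists before dopamine addition.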
Vif-A3G inh: blocks the Vif interaction with human APOBEC3G; hit rate 0.076% among 410,000; Q9HC16; HeLa A3G-eYFP + Vif (tagged APOBEC3G with the HIV-1 protein that degrades it), YFP fluorescence, overnight; AID 602310; Potency, µM (doses to about 46.1 µM), for inactives: at the top dose activity, negative = active, usual class: inhibitors;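 further: potency means the concentration at half of the fitted maximal effect; on the % scale 0 is the no-effect control and ±100 the full control effect; nearly all actives have a fitted effect of over 60% in size; hits raise eYFP signal because A3G escapes Vif-driven loss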
Target sequence (Q9HC16 whole entry, looked up): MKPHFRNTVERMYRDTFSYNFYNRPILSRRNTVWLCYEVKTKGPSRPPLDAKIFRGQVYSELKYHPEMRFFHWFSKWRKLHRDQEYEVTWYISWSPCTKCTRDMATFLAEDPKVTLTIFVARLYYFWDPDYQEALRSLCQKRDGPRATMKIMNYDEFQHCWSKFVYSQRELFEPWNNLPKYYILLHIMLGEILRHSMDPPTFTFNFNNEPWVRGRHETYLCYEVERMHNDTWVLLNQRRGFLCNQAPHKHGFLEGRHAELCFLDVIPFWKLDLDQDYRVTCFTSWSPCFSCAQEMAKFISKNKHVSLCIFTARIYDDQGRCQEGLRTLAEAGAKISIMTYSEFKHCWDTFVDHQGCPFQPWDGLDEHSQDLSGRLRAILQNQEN
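HeLa cells stably expressing Vif and C-terminally eYFP-tagged A3G, seeded overnight at 37 deg C, then exposed to compound by pintool overnight at 37 deg C. Rise in yellow fluorescence (Ex 488/Em 500-530, Acumen) marks blocked Vif-driven A3G degradation.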
Vif-A3F inh: Vif-A3F binding inhibition; HeLa A3F-eYFP + Vif (tagged APOBEC3F with the HIV-1 protein that degrades it), YFP fluorescence increase; Potency, µM (doses to about 46.1 µM), without a hit: top-dose activity, negative = active; hit rate 0.2% among 390,000; AID 602313; further: potency means the concentration at half of the fitted maximal effect; % of control where 0% means no effect; nearly all actives have a fitted effect of over 65% in size
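Fluorescence increase (Ex 488/Em 500-530) after overnight compound treatment at 37 deg C flags inhibition of Vif-driven A3F-eYFP loss in stable HeLa A3F-eYFP/Vif cells seeded overnight beforehand.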
GRP78 ERSR act: inducers of ER stress response in human glioma cells; hit rate 0.02% among 420,000; AID 602332; U87-MG GRP78 promoter luciferase reporter, 16 h; Potency, µM, without a hit: top-dose activation, hits mostly activators; further: potency means the concentration at half of the fitted maximal effect; series mostly up to about 76 µM; % of control where 0% means no effect; nearly all actives have a fitted effect of over 35% in size
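Stably transfected U87-MG glioma cells carrying a GRP78-based luciferase sensor; 16 h compound incubation. Luminescence end-point read 10 min after Bright-Glo addition at room temperature.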
Starred values were filed as active, the others as inactive; ? = inconclusive; / = no result given; & = joins results of further samples; ! = not active in a repeat. Unless noted, the call rests on the fitted dose curve; in most records, active means well fitted curve in the direction sought with a large enough effect; inconclusive means small, poorly fitted or top-dose-only effect, or another doubt; inactive means no such curve, though single readings can be large; an effect the other way counts as inactive or inconclusive. Only part of the results is shown (hit frequency here may not be typical).

Every second line gives: LDHA block	D1 potentiator	D1 agonist	D1 antag	RXFP1 agonist	D2 PAM	Vif-A3G inh	Vif-A3F inh	GRP78 ERSR act
O=C1/C(=C\c2ccc([N+](=O)[O-])cc2)N2CCC1CC2
→ 1	-7	4	-23	6.0%	-7	-2%	0%	-2%
O=[N+]([O-])/C=C1\NCCN1Cc1ccc(Cl)nc1
→ -7&0	4&0	-1&4	12&-2	3.9%&5.1%	-3&-4	1%&-8%	14%&0%	0%&1%
OCCCCO
→ -14	0	2	/	-0.1%	0	0%	-1%	-3%
Cc1ccc(-n2c(=S)[nH]c3ccc(C)cc3c2=O)cc1
→ -5	/	/	/	/	/	6%	-2%	-1%
COC(=O)C1=C(c2ccc(F)cc2OCc2ccccc2)C[C@@H]2CC[C@H]1N2C(=O)NCc1cccc(F)c1
→ -8	-4	2	/	0.8%	-18	-11%	2%	6%
O/N=C1/C(=C\c2ccccc2)N2CCC1CC2
→ -1	-1	1	7	-0.8%	1	4%	0%	-3%
CCC1=Nc2cc(C(=O)N3CCC4(CC3)OCCO4)ccc2Sc2ccc(Br)cc21
→ -3	2	0	2	-1.7%	8	-4%	4%	-6%
CCN(CC)c1ccc(N=Cc2c(O)n(Cc3ccccc3)c(=O)[nH]c2=O)cc1
→ 6&2	-4&-3	37*!	-5&-12	2.4%&1.1%	16&-3	?	7.9µM*!	0%&-1%
O=C(Cc1ccccc1)N1CCN(CC2CC=CCC2)CC1 (stereo not drawn)
→ -20	2	6	-25	0.6%	-12	1%	-8%	-4%
COc1ccc(-c2cc(=NCCCCCC(=O)O)c3cc(C)ccc3o2)cc1
→ -11&-4	1	1	-13	30%	11	8%&5%	-15%&-2%	0%&5%
CC(C)OC(=O)C1C2c3ccccc3C(c3ccccc32)C1C(=O)O (stereo not drawn)
→ -8	0	2	-9	1.0%	-3	3%	10%	-3%
O=[N+]([O-])c1cnc[nH]1
→ -7	-2	1	-1	0.8%	11	-4%	4%	5%
CCOC(=O)CC(NC(=O)C(Cc1ccc(N(CCCl)CCCl)cc1)NC(C)=O)C(=O)OCC (stereo not drawn)
→ -3	-4	9	-1	-2.1%	0	1%	-4%	-4%
COC(=O)C1=C(c2ccccc2OCc2ccccc2)C[C@@H]2CC[C@H]1N2C(=O)NCCOc1ccccc1Cl
→ -1	-4	6	/	0.2%	9	-3%	-1%	-6%
COC(=O)C1=C(c2cccc(C#N)c2)C[C@@H]2CC[C@H]1N2C(=O)NC1Cc2ccccc2C1
→ -4	-5	1	-41*	0.3%	2	-8%	5%	0%
Cc1cc(Br)ccc1N1C(=O)CC(=O)NC1=O
→ -21	-2	1	12	1.3%	7	-7%	0%	-3%
Cc1ccc2c(c1)C1CN(C)CCC1N2C(=O)Nc1cccc(Cl)c1 (stereo not drawn)
→ -7	-13	26	-96*	-0.5%	-25	-3%	2%	-3%
O=C1NC(=O)C(CCc2ccncc2)(Cc2cccc(Cl)c2Cl)C(=O)N1c1ccc(Br)cc1 (stereo not drawn)
→ -3	-9	2	-76*	0.2%	-4	?	1%	-8%
Cc1nn(CC(C)C)c(Cl)c1C(=O)NC1CCCCC1
→ -9	0	0	1	-0.6%	2	1%	6%	0%
CNC(=O)c1cccn(Cc2ccc(C(F)(F)F)cc2)c1=O
→ 0	-3	6	1	3.1%	-2	-5%	-4%	13%
COC(=O)C(c1ccccc1)N1CCCCCC1 (stereo not drawn)
→ -2	-7	40*	11	0.6%	6	-2%	-14%	-2%
CCN1CCN(c2ccc(NC(C)=O)cc2Cl)CC1
→ 0	-1	4	-5	0.9%	9	4%	-10%	5%
Cc1ccccc1-n1c(O)c(/C=N/Nc2nc3c(c(=O)n(C)c(=O)n3C)n2C)c(=O)[nH]c1=S
→ 3	-3	2	-60*	3.6%	11	-4%	-21%	-3%
CCOC(=O)c1nc2ccccc2c(=O)n1-c1ccc(C)cc1C
→ -12	-5	4	4	0.4%	8	0%	10%	-1%
COc1cc(C2SCC(=O)Nc3c2c(=O)[nH]n3C2CCCCCC2)cc(OC)c1OC (stereo not drawn)
→ -1	3	0	2	-0.2%	9	1%	4%	1%
O=C(OC1CCN(CCCl)CC1)C(c1ccccc1)c1ccccc1
→ -9	-4	3	-4	-1.3%	-17	1%	-2%	-1%
CCOc1cc2c(cc1OCC)-n1cccc1C(c1ccc(F)c(OC)c1)NC2 (stereo not drawn)
→ -2	-6	66*	-43*	0.6%	0	-7%	-10%	-7%
Cn1c(N2CCNCC2)nc2ccccc21
→ 4	-1	-4	15	-0.5%	-18	-2%	-2%	-4%
FC(F)(F)c1ccccc1CCN1CCNCC1
→ -5	-2	4	8	6.5%	-8	2%	2%	5%
CN(CCc1ccccc1)Cc1c[nH]c2ccccc12
→ -9	-13	12	-66*	0.8%	-12	?	0%	-4%

Ordered by SMILES length (descending): some entries from above.
Every second line gives: LDHA block	D1 potentiator	D1 agonist	D1 antag	RXFP1 agonist	D2 PAM	Vif-A3G inh	Vif-A3F inh	GRP78 ERSR act
CCOC(=O)CC(NC(=O)C(Cc1ccc(N(CCCl)CCCl)cc1)NC(C)=O)C(=O)OCC (stereo not drawn)
→ -3	-4	9	-1	-2.1%	0	1%	-4%	-4%
CC(C)OC(=O)C1C2c3ccccc3C(c3ccccc32)C1C(=O)O (stereo not drawn)
→ -8	0	2	-9	1.0%	-3	3%	10%	-3%
Cc1cc(Br)ccc1N1C(=O)CC(=O)NC1=O
→ -21	-2	1	12	1.3%	7	-7%	0%	-3%

Next section
Every second line gives: LDHA block	D1 potentiator	D1 agonist	D1 antag	RXFP1 agonist	D2 PAM	Vif-A3G inh	Vif-A3F inh	GRP78 ERSR act
COC1C(OC(=O)c2ccc(C)[nH]2)C(O)C(Oc2ccc3c(O)c(NC(=O)c4ccc(O)c(CC=C(C)C)c4)c(=O)oc3c2Cl)OC1(C)C (stereo not drawn)
→ 1	-5	3	27	-1.3%	7	-25%	?	1%
CCOC(=O)C1CCN(/C=C2/C(=O)NC(=S)N(c3cccc(OC)c3)C2=O)CC1
→ -4	-2	2	0	-0.5%	1	0%	-1%	-1%
CN1CCc2cc3c(cc2C1)OCO3
→ 3	/	/	/	/	/	-3%	-6%	-1%
O=c1[nH]c(=O)n(-c2ccccc2)c(O)c1/C=C/C=Nc1ccccc1
→ -6	-3	21	-3	0.7%	/	-1%	?	-6%
Cc1nc2cc(-c3ccc(Cl)cc3)nn2c(C)c1CCC(=O)N1CCC2(CC1)OCCO2
→ -6	/	/	/	/	/	0%	-1%	-14%
O=C(O)Cn1cc(/C=C2\C(=O)NC(=O)N(c3ccc(F)cc3)C2=O)c2ccccc21
→ /	-1	3	-3	2.5%	-11	/	/	/
COc1cc(CC2C(=O)N(C)C(=O)N(C)C2=O)ccc1OCc1ccccc1
→ -2	-4	1	3	1.4%	-3	0%	-1%	5%
CC(C(=O)c1ccc2ccccc2c1)N1CCCCC1 (stereo not drawn)
→ -5	-2	1	-2	0.1%	-7	1%	2%	2%
ClCCN(CCCl)c1ccc(C=NNc2ncccn2)cc1
→ -6	/	/	/	/	/	-10%	3%	-3%
CN1C(=O)C(Cc2nc3ccccc3c(=O)n2-c2ccccc2)c2ccccc21 (stereo not drawn)
→ 2	-2	1	-2	2.0%	9	-7%	-4%	-2%
O=c1[nH]c(=S)[nH]c(O)c1N=Nc1ccc(S(=O)(=O)N2CCc3ccccc32)cc1
→ -12	-3	1	7	-0.2%	4	6%	-13%	5%
CCN1CCN(CC(c2ccccc2)c2ccccc2)CC1
→ -19	-2	6	13	1.6%	7	1%	3%	-3%
c1ccc(-c2[nH]c(-c3ccccc3)[n+](CC3CO3)c2-c2ccccc2)cc1 (stereo not drawn)
→ 0	-4	6	6	0.2%	3	-13%	-25%	-6%
COC(=O)C1=C(c2ccccc2)C[C@@H]2CC[C@H]1N2C(=O)N1CCC(O)CC1
→ -3	/	/	/	/	/	-1%	-4%	-4%
COc1ccc(NC(=O)CN(C)C(=O)CSC(c2ccccc2)c2ccccc2)cc1
→ 1	1	2	14	1.8%	17	-3%	0%	-4%
CCOc1cc2c(cc1OCC)-n1cccc1C(c1ccc(C)cc1C)NC2 (stereo not drawn)
→ 6	2	7	13	1.4%	-1	-4%	0%	-7%
CC1=CC(=C2C(=O)NC(=S)NC2=O)C=C(C(F)(F)F)N1CCc1ccccc1
→ /	3	1	7	1.8%	1	/	/	/
CC1C2Cc3ccc(O)cc3[C@]1(C)CCN2CCc1ccccc1 (stereo partly drawn)
→ -1	/	/	/	/	/	0%	-3%	-1%
O=C(/C=C/c1ccc(F)cc1)NC(=S)N1C[C@H]2C[C@H](C1)c1cccc(=O)n1C2
→ -10	-1	1	6	-0.2%	/	0%	-4%	-2%
C=CCn1c(O)c(C(C)=Nc2ccc3c(c2)CCC3)c(=O)[nH]c1=O
→ -6	-3	3	4	2.8%	8	0%	8%	8%
O=c1[nH]c(=O)n(Cc2ccccc2)c(O)c1C=Nc1ccc(CN2CCOCC2)cc1
→ -2	-3	4	-5	-0.3%	9	0%	0%	-4%
COc1cc2c(cc1OC)C13CCN4CC5CCOC6CC(=O)N2C1C6C5CC43 (stereo not drawn)
→ -10	/	/	/	/	/	-3%	9%	-8%
C[N+]1(C)C2CC(OC(=O)[C@H](CO)c3ccccc3)CC1C1OC12 (stereo partly drawn)
→ -14&0	/	/	/	/	/	-2%&1%	-2%	-1%&-2%&-4%&-5%
O=[N+]([O-])c1oc2ccc3ccccc3c2c1CCO
→ -3	/	/	/	/	/	0%	-9%	-4%
Cc1cccn2c(=O)c3c(nc12)N1CCCCC1C1(C3)C(=O)N(C)C(=O)N(C)C1=O (stereo not drawn)
→ -3	0	2	2	6.0%	8	0%	9%	-2%
CN1C(=O)C(Cc2ccccc2)C(=O)N(C)C1=O
→ -8	/	/	/	/	/	-1%	8%	-5%
N#CC1(c2ccccc2)CCN(C2CC(=O)N(c3ccc(F)cc3)C2=O)CC1 (stereo not drawn)
→ -11	13	4	-16	2.0%	31*	3%	-5%	0%
CC(=O)c1ccc(OC(NC(=O)Cc2ccccc2)C(Cl)(Cl)Cl)cc1 (stereo not drawn)
→ 3	-8	6	17	2.8%	-8	1%	0%	-2%
